Screens from PubChem.
NRP1-CendR mod: NRP-1/CendR interaction modulation | 360,000 tested, 0.85% active | O14786 | FAM-RPARPAR peptide binding to NRP-1, fluorescence polarization | inhibition, % at 25 µM;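 active = inhibition or corrected inhibition above about 18%, plus a signal ratio from 0.5 to 1.5, limit read from the data, passing the limit was not always enough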; note: strong numbers were not always called active
Target sequence (O14786 whole entry, looked up): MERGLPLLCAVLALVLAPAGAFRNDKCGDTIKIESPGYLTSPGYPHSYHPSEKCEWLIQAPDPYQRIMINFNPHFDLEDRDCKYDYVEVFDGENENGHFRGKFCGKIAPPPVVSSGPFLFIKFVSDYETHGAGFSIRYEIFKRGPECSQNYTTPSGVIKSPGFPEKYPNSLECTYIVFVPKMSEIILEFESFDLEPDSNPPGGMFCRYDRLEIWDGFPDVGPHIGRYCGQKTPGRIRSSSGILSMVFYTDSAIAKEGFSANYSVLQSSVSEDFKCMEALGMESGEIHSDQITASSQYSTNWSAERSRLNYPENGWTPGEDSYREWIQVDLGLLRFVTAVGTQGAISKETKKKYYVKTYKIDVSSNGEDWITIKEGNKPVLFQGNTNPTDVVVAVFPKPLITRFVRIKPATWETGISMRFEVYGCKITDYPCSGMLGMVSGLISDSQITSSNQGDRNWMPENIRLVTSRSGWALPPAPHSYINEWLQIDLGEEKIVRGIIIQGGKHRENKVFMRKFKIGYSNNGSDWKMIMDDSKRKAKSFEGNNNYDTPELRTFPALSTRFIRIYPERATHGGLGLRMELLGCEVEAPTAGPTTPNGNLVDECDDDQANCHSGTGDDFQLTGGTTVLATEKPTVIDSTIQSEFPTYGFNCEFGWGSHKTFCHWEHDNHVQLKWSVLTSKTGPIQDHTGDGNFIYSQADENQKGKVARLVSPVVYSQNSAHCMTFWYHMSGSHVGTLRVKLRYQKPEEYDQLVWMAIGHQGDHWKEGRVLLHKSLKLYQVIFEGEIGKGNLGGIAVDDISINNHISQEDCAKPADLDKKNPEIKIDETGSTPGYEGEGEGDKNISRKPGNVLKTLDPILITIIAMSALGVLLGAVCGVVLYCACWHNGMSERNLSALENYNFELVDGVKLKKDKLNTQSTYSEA
Tb MetRS inh: Trypanosoma brucei MetRS inhibition | 360,000 tested, 0.4% active | AID 624268 | purified T. brucei MetRS, ATP depletion, Kinase-Glo luminescence | inhibition, % at 11.9 µM;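 active = inhibition above a per-plate cutoff of the control wells' mean inhibition plus 3 SD, cut at about 5.5% in these data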;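 note: 0% = DMSO wells median and 100% = median of wells with control inhibitor compound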
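System: purified T. brucei MetRS enzyme / Detection: Kinase-Glo luciferase luminescence reporting remaining unconsumed ATP / Medium: HEPES buffer with MgCl2, KCl, DTT, spermine, BSA, pyrophosphatase / Replication: singlicate, one well per compound / Evaluation: percent inhibition relative to median high and low control wells / Schedule: 2 h aminoacylation at 25 °C after 15 min preincubation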
MT1-MMP act inh: inhibitors of human MT1-MMP activation. P50281. HT1080 RFP-PRO-GFP cells, GFP/RFP ratio fluorescence, overnight; percent of plate control window, DMSO zero. GFP/RFP ratio change, % at 20 µM. 360,000 tested, 0.061% active;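 active = GFP/RFP ratio change of at least 30% with cell ATP level not reduced by more than half and red fluorescence within 50% of control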; note: strong numbers were not always called active
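Assay system: HT1080 RFP-PRO-GFP cells | Dosing: 20 µM single dose, 1% DMSO | Incubation: Cells overnight before dosing, compound overnight, 37 °C, 5% CO2 | Evaluation: GFP/RFP fluorescence ratio | Control set: DMSO-only wells and HT1080 RFP-L50D-GFP cell wells as references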
MsrA act: bovine methionine sulfoxide reductase A activation | 360,000 tested, 0.3% active | purified bovine MsrA, absorbance read-out | activation, % at 10.6 µM; in the data active = activation above about 7.5%;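 note: 0% = vehicle and 100% = reference activator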
E coli Lon inh: inhibits E. coli Lon protease | P0A9M0 | purified E. coli Lon protease, fluorescence polarization | inhibition, % at 7.94 µM | 360,000 tested, 0.42% active | AID 602123; in the data active = inhibition above about 13%, passing the limit was not always enough;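 note: 0% = enzyme with probe and DMSO and 100% = no enzyme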
FAS TE block: FAS thioesterase (human) inhibition; P49327; recombinant FAS-TE, OMFH fluorogenic substrate, fluorescence endpoint; inhibition, % at 15 µM; 360,000 tested, 0.67% active; AID 602261;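 active = compounds whose normalised, plate-corrected inhibition of enzyme fluorescence in the single-dose primary screen is 50% or more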;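 note: 0% = DMSO with enzyme and 100% = substrate without enzyme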
SKN-1 inh: inhibitors of C. elegans SKN-1; C. elegans VP596 Pgst-4::GFP/RFP ratio, acrylamide-induced, 24 h; inhibition, % at 21.8 µM; 360,000 tested, 0.49% active;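 active = interference check ratio from 0.5 to 1.5 plus GFP to RFP signal ratio inhibition reaching or exceeding a fixed threshold, cut at about 30% in these data, passing the limit was not always enough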; note: some compounds called inactive have numbers as strong as hits
MsrA inhibitor: inhibitors of bovine MsrA; 360,000 tested, 0.75% active; inhibition, % at 15.5 µM; purified bovine MsrA, absorbance read-out; in the data active = inhibition above about 4.5%;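 note: 0% = vehicle wells with enzyme and 100% = reference inhibitor wells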
PABP1 MLLE inh: inhibitors of microRNA-mediated deadenylation, human PABP1 MLLE binding; P11940; GST-MLLE / FITC-PAM2 fluorescence polarization; inhibition, % at 20 µM; 360,000 tested, 0.36% active; AID 588489; in the data active = inhibition above about 35%, passing the limit was not always enough;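 note: plate controls were DMSO wells with GST-MLLE for no effect and wells lacking GST-MLLE protein for full effect; some results filed as inactive read as strong as hits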
Numbers without * were called inactive; . = no result given.

SMILES	NRP1-CendR mod	Tb MetRS inh	MT1-MMP act inh	MsrA act	E coli Lon inh	FAS TE block	SKN-1 inh	MsrA inhibitor	PABP1 MLLE inh
CCOC(=O)N1CCN(S(=O)(=O)c2ccc(C(=O)N(CCN(C)C)c3nc4ccc(Cl)cc4s3)cc2)CC1	4	-0.6	-1	-6	6	18	-1	-0.7	1
COc1ccc(S(=O)(=O)NC2CC(C)(C)NC(C)(C)C2)cc1	7	0.5	1	0	-1	-6	25	2.1	2
CC(C)(C)NC(=O)C1C(c2ccc(C(F)(F)F)cc2)=Nc2ccccc2N1C(=O)c1cccc(C(F)(F)F)c1 (centres undefined)	-10	-0.9	-7	.	.	.	-1	2.0	.
COc1ccc(OC)c(NC(=O)CCNS(=O)(=O)c2cccc3nsnc23)c1	10	-0.2	-2	-2	7	0	3	1.8	-9
Cc1c(C(=O)NN)nc2ccccn12	8	-1.2	-3	-12	-3	-2	4	0.8	8
O=C1NCCOC(=O)[C@H](Cc2ccc(F)cc2)C/C=C\C[C@@H]1CC(=O)N(CCO)Cc1ccccc1	-1	-0.1	-3	-1	0	-11	-3	-0.6	-2
COc1ccc(N(C(C)C(=O)N2CCCC2)S(C)(=O)=O)cc1 (centres undefined)	16	-0.6	3	-2	1	-5	16	-1.2	-2
O=C(NC1CC1)c1ccc(CS(=O)c2ccc(Br)cc2)o1 (centres undefined)	11	0.0	-3	-2	-1	-4	-1	0.6	-2
Oc1c(C(c2cccs2)N2CCN(c3ccc(F)cc3)CC2)sc2ncnn12 (centres undefined)	-18	0.3	6	0	-9	-99	-2	0.9	12
CSc1cccc(NC(=S)N(CCN(C)C)C(C)c2ccncc2)c1 (centres undefined)	14	-0.1	2	-7	-5	-6	-12	0.0	13
CS(=O)(=O)Nc1ccc(C2=NN(C(=O)c3ccco3)C(c3cccc(F)c3)C2)cc1 (centres undefined)	5	-0.1	0	-5	-2	2	-2	2.7	5
O=C1N=C(N2CCOCC2)S/C1=C\c1ccc(OS(=O)(=O)c2ccccc2)cc1	10	-0.8	-7	-5	0	13	-5	2.8	16
COc1ccc([C@H]2C[C@H](O)[C@@H](n3cc(COC(=O)c4ccccc4)nn3)CN2CC2CCCCC2)cc1	3	-1.4	-2	2	7	19	4	-0.1	-10
CCOC(=O)C1CCN(C(=O)c2cccc(N3C(=O)NC4CC3(C)Oc3ccc(C)cc34)c2)CC1 (centres undefined)	7	0.2	1	-2	-3	-3	10	-0.2	0
CCCCNC(=O)NNC(=O)c1ccoc1C	-17	-1.0	1	-4	5	-5	21	0.0	4
Cc1cc(C)n(CC(=O)NNC(=O)CC(C)c2ccccc2)n1 (centres undefined)	6	-0.5	-1	-10	1	-6	5	-0.2	6
C=C(C)Cn1c(SCCCO)nc2c1c(=O)[nH]c(=O)n2C	-6	-0.2	7	-6	-7	-4	-4	-0.2	2
CC1Oc2ccccc2N(CC(=O)Nc2ccc(F)cc2)C1=O (centres undefined)	-3	-1.3	4	-3	0	-4	-8	-1.5	4
Cc1c(CCC(=O)O)c(=O)oc2c(C)c3occ(-c4ccc(Cl)cc4)c3cc12	-152	-0.2	14	-4	-33	17	0	0.9	1
N#Cc1ccccc1OCC(=O)OCC(=O)NC1CC1	-2	0.1	-5	-1	2	-10	11	-0.7	4
CC(=O)c1ccc(S(=O)(=O)Nc2ccc(C(=O)NC3CC3)cc2)cc1	-2	-0.6	4	-4	-4	-5	-12	0.1	1
O=Cc1c(Cl)nc2ccccn2c1=O	-33	-1.0	-4	-5	15	-7	-6	0.8	22
CN1CCN(CC(=O)N/N=C/c2ccc(F)c(F)c2)CC1	-10	0.5	4	-3	-8	-8	10	0.5	-2
COc1ccccc1-c1noc(Cn2cc(S(=O)(=O)N3CCCC3)ccc2=O)n1	18*	-0.3	0	3	2	-5	-1	0.0	-7
COc1ccc(S(=O)(=O)NCc2cccnc2)cc1NC(=O)c1ccc(Cl)cc1	-4	0.0	5	-4	-9	-4	5	-0.5	-8
(listing goes on)
SMILES	NRP1-CendR mod	Tb MetRS inh	MT1-MMP act inh	MsrA act	E coli Lon inh	FAS TE block	SKN-1 inh	MsrA inhibitor	PABP1 MLLE inh
COC(=O)[C@@]12C[C@@H](CC(=O)NCC3CCCCC3)C(=O)N(Cc3ccc4c(c3)OCO4)C1=CCC(C)(C)C2	5	-0.8	-2	.	.	.	0	-0.6	.
CCC(=O)N1CCCC1(C)C(=O)Nc1ccc2c(c1)CCN2C(C)=O (centres undefined)	-6	-0.3	-1	0	-2	-4	10	1.3	13
CN(CC(=O)Nc1ccc(F)c(F)c1F)C(=O)CCN1C(=O)C2CC=CCC2C1=O (centres undefined)	2	0.1	3	-2	-18	-6	1	0.5	-12
COc1ccc(-c2c3c(=O)n(C)c(=O)n(C)c3cn2Cc2ccccn2)cc1	-8	-0.8	1	-2	5	-5	13	0.0	8
COC(=O)c1cnn(C(=O)c2cc(OC)ccc2Br)c1N	2	0.7	-4	-3	12	-4	10	0.6	-2
Cc1oc2c(c1C(=O)Nc1cccc(C(=O)O)c1)CCCC2	-13	-0.7	-3	-3	0	-7	13	-0.9	2
O=C(Cc1cccc(NC(=O)C2CCN(C(=O)C3CCCCC3)CC2)c1)Nc1cccc(C(=O)N2CCCCC2)c1	-6	0.3	2	-4	-4	-7	-6	-1.0	6
COc1ccc2[nH]c3c(c2c1)CCN1C(=O)C(CC(=O)NCc2ccc(OC)c(OC)c2)C[C@H](C(=O)N2CCOCC2)[C@@]31C (some centres undefined)	11	0.2	2	-3	-12	-6	-7	0.6	9
CCOC(=O)c1cnn(-c2ncnc3sc4c(c23)CCC4)c1N	-3	-0.9	0	-3	-3	7	6	0.1	-7
CC(O)C(NS(=O)(=O)c1ccc(Cl)cc1)C(=O)OCC(=O)Nc1cccnc1Cl (centres undefined)	9	-2.1	0	-13	-10	-7	-4	-0.9	-4
C/C(=N\NC(=O)c1ccncc1)c1cc2ccccc2oc1=O	-8	-0.5	-2	-4	-8	-8	-3	1.3	0
COC(=O)c1cc(OC)c(OC)cc1NC(=O)c1c(-c2ccccc2)noc1C	4	-0.9	3	1	0	17	0	.	2
CC1CC(N(C(=O)c2ccco2)c2ccccc2)c2ccccc2N1C(=O)c1ccco1 (centres undefined)	3	-0.5	-8	4	0	6	3	-0.2	4
NS(=O)(=O)c1ccc(CNC(=O)NC23CC4CC(CC(C4)C2)C3)cc1	3	0.3	6	2	0	0	16	.	-6
O=C(Nc1ccccc1)C(Cl)C(=O)c1ccccc1 (centres undefined)	7	0.0	-1	-3	1	51*	-2	-0.4	22
O=C(Nc1nc2ccccc2n1Cc1ccccc1)c1ccc(COc2ccccc2[N+](=O)[O-])o1	2	-0.2	6	-7	-7	21	-12	-0.1	7
COc1cccc(-c2cc(C(=O)Nc3cccnc3Cl)no2)c1	4	-0.4	1	-2	4	-3	20	0.2	-9
COc1ccc(CC(NC(C)=O)C(=O)NC2CCN(c3c(Cc4ccccc4)c(C)nc4ncnn34)CC2)c(OC)c1 (centres undefined)	3	-0.3	0	-4	9	0	-5	2.6	-9
CN(c1ccccc1)c1nc(N)c([N+](=O)[O-])c(N2CCCCCC2)n1	13	1.1	0	-3	0	31	0	-0.8	6
O=S(=O)(Nc1ccc2c(c1)OCO2)c1ccc(Cl)cc1F	-2	-0.1	4	-1	-4	6	20	-0.1	7
COc1ccc(N2CCN(C(c3ccc4ncccc4c3)c3nnnn3C(C)C)CC2)cc1 (centres undefined)	7	-0.3	-1	-10	-1	-5	-3	0.6	-3
COc1ccccc1N(CC(=O)NC1CCCC1)C(=O)c1csnn1	3	-0.3	2	-1	5	-6	19	-1.1	6
Fc1ccc(CSc2ncnc3scc(-c4ccccc4)c23)cc1	4	-0.4	-9	-6	2	20	16	1.1	5
O=C(NCc1ccccn1)NC12CC3CC(CC(C3)C1)C2	8	-0.8	1	-4	-12	-7	14	-0.7	6
O=C(C1=COCCO1)N(Cc1nnc(-c2ccc(Cl)cc2)o1)C1CC1	-3	-0.4	1	-1	10	-6	6	1.1	-3

The final three records of the part before open the next one:
SMILES	NRP1-CendR mod	Tb MetRS inh	MT1-MMP act inh	MsrA act	E coli Lon inh	FAS TE block	SKN-1 inh	MsrA inhibitor	PABP1 MLLE inh
Fc1ccc(CSc2ncnc3scc(-c4ccccc4)c23)cc1	4	-0.4	-9	-6	2	20	16	1.1	5
O=C(NCc1ccccn1)NC12CC3CC(CC(C3)C1)C2	8	-0.8	1	-4	-12	-7	14	-0.7	6
O=C(C1=COCCO1)N(Cc1nnc(-c2ccc(Cl)cc2)o1)C1CC1	-3	-0.4	1	-1	10	-6	6	1.1	-3
C[C@H]1CC[C@@]2(O[C@@H](CCO)C[C@@H](O)[C@@H]2O)O1	2	-0.4	0	-9	-10	-13	-24	-0.7	4
COCCNC(=O)c1cc2c(Br)ccc(Br)c2nc1N	-11	-0.9	0	-11	0	-2	5	1.8	.
CN(C)N1C(N)=C(C#N)C(c2ccccc2F)C2=C1CC(C)(C)CC2=O (centres undefined)	4	0.0	-4	-2	1	1	1	0.0	17
C#CCOCCOCCOCCNc1nc(N2CCN(C(=O)[C@H](CCC(=O)O)n3cc(C(N)[C@H](C)CC)nn3)CC2)nc(N2CCN(C(=O)[C@H](Cc3ccc(O)cc3)n3cc(C(N)[C@H](C)CC)nn3)CC2)n1 (some centres undefined)	-24	-0.3	-1	-9	3	-3	-2	.	9
CCc1ccc(CNC(=O)CCCn2nc(C)n3ccnc3c2=O)cc1	-1	0.5	-2	1	-6	-1	-1	-0.7	-3
C=CCn1c(SCC(=O)NC2CC2)nnc1C1CC1	11	0.1	1	0	-4	-3	-4	-2.3	3
CCc1ccc(NC(=O)C(CC)Sc2nc3ccsc3c(=O)n2CCC(=O)O)cc1 (centres undefined)	8	0.3	-1	-3	15	-4	13	0.5	6
Cc1oc(C(C)(C)C)cc1-c1cc(NC(=O)c2ccc([N+](=O)[O-])cc2)n[nH]1	-2	0.1	3	-1	0	-17	3	-0.9	3
CC(C(c1cccs1)c1c(N)n(C)c(=O)n(C)c1=O)[N+](=O)[O-] (centres undefined)	0	-0.9	1	-4	2	-4	-9	1.1	2
COC(=O)c1sccc1NC(=O)Nc1ccc(F)cc1F	6	-0.4	4	-7	1	2	-15	1.3	2
Cc1ccc(NCCCn2cnc3c(OCc4ccccc4)ncnc32)cc1C	6	-0.3	1	0	4	12	-8	-0.7	0
CC(C)c1ccc(CCNC(=O)CSC(=S)N2CCCC2)cc1	-14	-0.7	4	-5	2	14	-6	-0.8	19
COc1cccc(NC(=O)CN(C)C(=O)c2ccc(S(=O)(=O)Nc3ccccc3F)cc2)c1	-5	0.4	3	-2	6	-7	15	1.0	3
CCS(=O)(=O)c1nn2c(N)c(/C=C3/C=CC(=O)C(OC)=C3)c(=O)nc2s1	-172	0.0	-84	-1	-172	-12	9	4.7*	-128
CC(C(=O)NCC1CCCCC1)N(C)Cc1ccc(Cl)cc1 (centres undefined)	-6	-0.4	-2	-3	9	21	6	-0.6	2
Cc1ccc(C)c(SCc2nc3sc(C(=O)O)c(C)c3c(=O)[nH]2)c1	-21	-0.7	-4	-4	-12	-1	-4	0.4	29
